zfTRPN1 agonist – zebrafish TRPN1 channel agonists, primary screen, cell-based, HEK293, calcium fluorescence | AID 1424, 2008 | transient receptor potential cation channel N1 (TRPN1/NompC), Danio rerio | HEK293 zebrafish TRPN1-YFP, Fluo-8 calcium fluorescence; 100% = response to 87 µM carbachol | 220,000 compounds, 0.18% hits | activation, % at 3 µM;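 active means activation above its plate's cutoff, the mean activation of test wells on that plate plus 3 SD, cut at about 19% in these data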;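 further: 0% = DMSO alone and 100% = 87 µM carbachol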
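Control set: carbachol 87 µM as high control, DMSO as low control; system: HEK293 stable line with zebrafish TRPN1-YFP; read-out: % activation versus carbachol response; detection: intracellular calcium fluorescence with Fluo-8; doses: single test compound dose, 3 µM nominal, 0.3% DMSO; schedule: dye 1 h 37 °C plus 30 min RT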
TbHK1 inh – Trypanosoma brucei hexokinase 1 inhibitors, primary screen, biochemical, G6PDH-coupled NADH absorbance, MLSCN library | 220,000 compounds, 0.11% hits | hexokinase 1 [Trypanosoma brucei] | AID 1430, 2008 | recombinant TbHK1, G6PDH-coupled NADH A340 | inhibition, % at 10 µM;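 active means inhibition of 50% or more in the single-dose primary screen; inactive means inhibition below 50%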
m-calpain inh – inhibitors of pig calpain II, primary screen, biochemical, fluorogenic peptide substrate, 1536-well; purified calpain II, 30 min; inhibition, % at 16 µM; 220,000 compounds, 0.37% hits;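 active means inhibition above about 50%, limit read from the data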
PPC-1+TRAIL kill – compounds killing PPC-1 cancer cells with TRAIL present, primary screen, TRAIL potentiator project, ATPLite luminescence, uHTS | 220,000 compounds, 0.41% hits | PPC-1 cells + TRAIL, ATPLite viability luminescence | cell killing (% activity), % at 4 µM | AID 1443, 2008;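 active means cell killing above 50% in the first pass at 4 µM, then a duplicate retest at 5 µM averaging 50% or more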;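 further: plate controls were cells with TRAIL plus DMSO for no effect and medium-only wells lacking cells for full effect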
Furin inhibitor – human furin inhibitors, primary screen, biochemical, fluorescence intensity | AID 463115, 2010 | P09958 | 220,000 compounds, 0.061% hits | inhibition, % at 30 µM | purified furin, fluorogenic substrate cleavage; in the data active means inhibition above about 25%; further: inactives centre near -15
TRPML3 agonist – human TRPML3 channel agonists, primary screen, cell-based, HEK293 TRPML3-YFP, Fluo-8 calcium fluorescence, 3 µM. 100% = the carbachol control signal. activation, % at 3 µM. 220,000 compounds, 0.29% hits;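 active means activation above its plate's cutoff, the mean activation of the plate's test wells plus 3 SD, cut at about 12% in these data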;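 further: 0% = DMSO only wells and 100% = carbachol wells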
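system = HEK293 cells stably carrying human TRPML3-YFP | doses = one concentration, 3 µM nominal, 0.3% DMSO | timing = dye loading 1 h 37 °C then 30 min ambient, 125 s read | detection = Fluo-8 calcium dye fluorescence, ex 470-495, em 515-575 nm | benchmarks = high control carbachol 87 µM, low control DMSO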
Cl transport mod – KCC2 cotransporter modulators, thallium flux, primary screen, cell-based, HEK293 KCC2, FluoZin-2 fluorescence, MLSMR | B-score of Tl+ flux slope (higher = more flux/activation; lower = inhibition) at 10 µM | 190,000 compounds, 2.2% hits | KCC2 cells, thallium flux FluoZin-2 fluorescence | Solute carrier family 12 member 5 (Homo sapiens), Q9H2X9;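 active means thallium flux slope and its plate-corrected score both differing from the plate sample mean at a set confidence after two filtering rounds, in either direction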;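 further: slope of fluorescence scaled to starting intensity during 10 to 20 s after thallium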
Target sequence (Q9H2X9 whole entry, looked up): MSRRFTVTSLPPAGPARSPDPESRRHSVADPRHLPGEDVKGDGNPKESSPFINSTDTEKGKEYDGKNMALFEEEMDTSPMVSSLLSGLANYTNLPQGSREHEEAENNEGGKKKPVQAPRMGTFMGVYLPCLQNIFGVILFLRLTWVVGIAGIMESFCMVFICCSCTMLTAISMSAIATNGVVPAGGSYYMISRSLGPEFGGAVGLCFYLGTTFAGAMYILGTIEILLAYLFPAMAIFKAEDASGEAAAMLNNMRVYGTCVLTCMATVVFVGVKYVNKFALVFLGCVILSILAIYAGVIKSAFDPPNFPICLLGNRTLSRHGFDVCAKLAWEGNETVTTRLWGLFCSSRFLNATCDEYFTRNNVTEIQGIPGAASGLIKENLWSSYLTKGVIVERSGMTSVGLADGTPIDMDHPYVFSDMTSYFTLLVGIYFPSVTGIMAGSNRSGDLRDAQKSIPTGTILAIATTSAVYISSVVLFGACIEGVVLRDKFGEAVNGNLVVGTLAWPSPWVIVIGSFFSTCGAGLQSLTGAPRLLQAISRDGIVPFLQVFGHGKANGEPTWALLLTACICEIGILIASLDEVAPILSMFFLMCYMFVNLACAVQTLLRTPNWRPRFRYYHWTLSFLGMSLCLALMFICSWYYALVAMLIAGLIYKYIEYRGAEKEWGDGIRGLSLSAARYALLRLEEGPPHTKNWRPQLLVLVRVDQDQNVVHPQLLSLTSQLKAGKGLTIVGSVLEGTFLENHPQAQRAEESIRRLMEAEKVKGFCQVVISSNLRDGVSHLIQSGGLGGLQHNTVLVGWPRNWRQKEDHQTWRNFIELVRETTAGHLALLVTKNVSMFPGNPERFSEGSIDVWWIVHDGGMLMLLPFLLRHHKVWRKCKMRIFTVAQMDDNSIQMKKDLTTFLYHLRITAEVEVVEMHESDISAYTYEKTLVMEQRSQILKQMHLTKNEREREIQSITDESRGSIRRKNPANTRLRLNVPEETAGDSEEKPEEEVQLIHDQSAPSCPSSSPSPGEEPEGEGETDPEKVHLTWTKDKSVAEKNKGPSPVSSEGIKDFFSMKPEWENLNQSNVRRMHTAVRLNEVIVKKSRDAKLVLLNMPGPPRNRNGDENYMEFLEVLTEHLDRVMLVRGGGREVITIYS
EBV gp42 block – Epstein-Barr virus gp42 inhibitors, primary screen, biochemical, uHTS, fluorescence polarization; Glycoprotein 42 (Epstein-Barr virus (strain AG876)), Q1HVG2; Fluorescence polarization binding assay, mP read-out; inhibition, % (tested at 21.74 µM); 220,000 compounds, 0.42% hits; AID 1085, 2008; in the data active means inhibition above about 50%
Thrombin inh – human alpha-thrombin inhibitors, primary screen, counter-screen for coagulation protease inhibitor project, biochemical, 1536-well, fluorogenic AMC substrate; Prothrombin (Homo sapiens), P00734; Boc-VPR-AMC fluorogenic substrate cleavage; inhibition, % at 5 µM; 220,000 compounds, 0.26% hits; AID 1046, 2008;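 active means inhibition at or above 40%; inactive means inhibition below 40%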;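 further: 0% = enzyme with no compound and 100% = wells without enzyme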
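Assay system: human alpha-thrombin enzyme. Reagent: Boc-VPR-AMC substrate, 15 µM final. Compound dosing: one concentration per compound, 5 µM, with 0.2% DMSO. Incubation: room-temperature reaction. Technique: AMC fluorescence, 355/460 nm. Measure: % inhibition relative to enzyme controls and enzyme-free blanks.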
An asterisk follows results filed as active; i = inactive; / = no result given; [ ] = another dose, or the depositor's remark.

molecule,zfTRPN1 agonist,TbHK1 inh,m-calpain inh,PPC-1+TRAIL kill,Furin inhibitor,TRPML3 agonist,Cl transport mod,EBV gp42 block,Thrombin inh
Cc1cccc(-n2c(Cc3cc(=O)[nH]c(=O)[nH]3)nnc2SCC(=O)NCc2ccco2)c1,-1.7,-3,/,/,-13[20 µM],-0.4,-0.0018,/,/
Cc1oc(-c2ccccc2Cl)nc1CSc1nc2c(c(=O)[nH]1)CCC2,-0.8,-4,-16,-9,-8,-1.1,-2.3,-1,-2
CCN1CCN(C(=S)c2ccc(O)cc2)CC1,2.5,8,26,10,-13,0.5,i,-13,4
O=C(CCNC(=O)Cn1ccc2ccccc2c1=O)NCC1CCCC1c1ccccc1 (stereo not drawn),-1.6,-6,5,10,-24,0.0,-0.22,-1,-4
C=CCN1C=C2C(=O)C(C)(OC(=O)CCC(=O)OC)C(=O)C(Br)=C2C=C1c1ccc(OC)cc1 (stereo not drawn),/,-22,-40,-4,-13,/,-0.42,28,-1
Cc1ccccc1NC(=O)CC1SC(=Nc2ccc(O)cc2)NC1=O (stereo not drawn),0.9,-5,21,4,-15,0.2,-0.013,-2,1
CCN(CC)S(=O)(=O)c1ccccc1/C=N\O,-1.0,-2,7,10,-12,-0.1,-1.9,-12,-2
CC(C)[C@H](NC(=O)C1(c2ccccc2)CCN(C(=O)OC(C)(C)C)CC1)C(=O)O,1.0,-5,-11,16,-15,0.9,/,-4,-8
O=C(O)Cc1ccc(NC(=S)NCc2ccco2)cc1,0.0,33,7,7,-7,0.8,1.1,8,-4
Cc1nn(Cc2ccc(Cl)cc2)c(C)c1NC(=O)C1CC=CCC1C(=O)O (stereo not drawn),0.7,45,22,29,-15,0.1,-0.15,-2,-4
COc1ccc(Nc2nc(N)nc(CN3CCc4ccccc4C3)n2)cc1,-1.4,-8,31,-19,-27,0.9,-0.19,0,-1
Cc1cccc(N(C(=O)c2csnn2)C(C(=O)NC(C)(C)C)c2cccnc2)c1 (stereo not drawn),-0.4,-5,-11,8,-4,0.0,0.69,-8,-8
C(=N/N1CCN(c2ccccc2)CC1)/c1ccncc1,2.8,-22,-12,11,-7,2.3,-0.1,-7,-5
O=C(/C=C/c1cccc([N+](=O)[O-])c1)NCCSCc1ccc(Cl)cc1,-1.0,10,27,20,-21,0.6,-2.2,-8,-1
CN(C)c1ccc(/C=N/NC(=O)C2CC2c2ccccc2)cc1 (stereo not drawn),-1.2,-29,-268,16,-9,-0.3,-0.17,-5,0
CC(NC(=O)COC(=O)CCc1ccccc1)c1ccccc1 (stereo not drawn),-1.7,23,-8,20,-4,-0.2,-0.081,-24,-7
CNc1ccc(/C=C2\COc3ccccc3C2=O)cc1[N+](=O)[O-],1.8,-6,27,20,-25[20 µM],1.3,0.15,-19,2
c1ccc2c(c1)CCN(Cc1nnnn1Cc1ccc3c(c1)OCO3)C2,-1.1,4,-11,1,-5[20 µM],0.6,-0.81,-9,-2
COc1cccc(C(=O)NCc2ccc(-c3nc4ccccc4s3)cc2)c1,-0.9,-27,3,6,-9[20 µM],-0.1,0.35,3,22
CCC(c1nnnn1Cc1cccs1)N1CCN(c2nc3ccccc3s2)CC1 (stereo not drawn),1.0,-3,39,10,-14,4.1,-4*,-3,3

Entries of single compounds as entered above:
Listed for `CNc1ccc(/C=C2\COc3ccccc3C2=O)cc1[N+](=O)[O-]` : zfTRPN1 agonist: 1.8; TbHK1 inh: -6; m-calpain inh: 27; PPC-1+TRAIL kill: 20; Furin inhibitor: -25[20 µM]; TRPML3 agonist: 1.3; Cl transport mod: 0.15; EBV gp42 block: -19; Thrombin inh: 2
Listed for `O=C(/C=C/c1cccc([N+](=O)[O-])c1)NCCSCc1ccc(Cl)cc1` : zfTRPN1 agonist: -1.0; TbHK1 inh: 10; m-calpain inh: 27; PPC-1+TRAIL kill: 20; Furin inhibitor: -21; TRPML3 agonist: 0.6; Cl transport mod: -2.2; EBV gp42 block: -8; Thrombin inh: -1

Next part.
molecule,zfTRPN1 agonist,TbHK1 inh,m-calpain inh,PPC-1+TRAIL kill,Furin inhibitor,TRPML3 agonist,Cl transport mod,EBV gp42 block,Thrombin inh
COc1ccc(/C=N/Nc2ccc(C(=O)O)cc2)cc1Br,-0.3,-15,-46,6,-34,-0.3,-0.5,-13,-11
CC1=NN(c2nc3ccccc3s2)C(O)(C(F)(F)F)C1 (stereo not drawn),-1.6,-9,7,-1,-26,0.0,5.8*,-9,-4
COc1ccc(-c2oc3ncn4nc(Cc5ccccc5)nc4c3c2-c2ccc(OC)cc2)cc1,0.1,-31,-63,0,-25[20 µM],1.4,0.24,-18,-3
COc1ccc(/C=N/NC(=O)c2cccc(OC(F)(F)C(F)F)c2)cc1O,-0.1,-26,-6,27,-3,0.5,-0.13,-4,-1
COc1ccc(CNC(=O)CSc2nnnn2-c2ccc(O)cc2)cc1,2.0,3,19,7,-12,0.5,-1.2,-12,5
CC1CCCC/C1=N\NS(=O)(=O)c1ccc(Br)cc1 (stereo not drawn),0.9,-12,5,-4[5 µM],-12[20 µM],1.0,/,-2,3
O=C(c1cccc(Oc2c(Cl)cccc2[N+](=O)[O-])c1)N1CCCCC1,-1.1,-12,15,-7,-26,2.0,-1.6,-11,-2
CC(C)c1ccc(NC(=S)NC2CCN(Cc3ccccc3)CC2)cc1,3.2,4,20,21,-19,2.7,-1.2,-4,-8
COc1ccc(OC2OC3COC(C)(C)OC3C(O)C2NC(C)=O)cc1 (stereo not drawn),0.2,2,-7,10,-14[20 µM],0.2,0.83,-19,0
O=C(c1ccccc1)N1CCN(c2nc3ccc([N+](=O)[O-])cc3s2)CC1,-0.1,-14,16,29,-21,1.4,-0.87,3,1
Cc1cccc(C2c3[nH]c4ccccc4c3CCN2C(=O)c2cc(C(C)C)nc(N)n2)n1 (stereo not drawn),0.8,-13,-80,3,-17,-0.1,0.36,5,-16
CCn1c(CSc2ncn[nH]2)nc2cc(C(=O)O)ccc21,0.8,-4,-5,-39,-10,1.1,0.027,38,-4
O=C(NCCCN1CCN(Cc2ccccc2)CC1)C1CCN(S(=O)(=O)N2CCC3(CC2)OCCO3)CC1,0.9,-1,-128,6,-30,1.1,1.1,-1,-2
CCOC(=O)COc1cc(OCC(=O)OCC)c2c(=O)cc(-c3ccccc3)oc2c1,0.3,-12,-208,4,-16[20 µM],-0.4,-0.1,-5,0
COc1ccc(/C=C/C(=O)Oc2ccc(/C=N/NC(=O)c3ccccc3)cc2)cc1OC,1.7,-5,10,-9,-12,0.2,1.8,-8,-2
COC(=O)c1ccccc1NC(=O)NCC1CCCO1 (stereo not drawn),0.0,-2,-31,0,-25[20 µM],1.1,-1.1,3,32
CCc1nnc(NS(=O)(=O)c2ccc(NC(=S)NC(=O)c3ccccc3)cc2)s1,-2.0,8,23,-34,-16,-0.1,-1,-12,-10
O=C(CSc1ccc2c(c1)OCCO2)NC(=O)Cc1ccccc1,-1.2,-2,3,5,-25,-0.5,/,-8,-4
COc1cc(C(=O)Nc2cccc(-c3nc4cc(C)ccc4o3)c2C)cc(OC)c1OC,0.1,-28,-143,18,-10,-0.8,/,-7,-9
O=C(NCN1CCCCC1)c1cccnc1,0.7,2,10,11,-18[20 µM],0.5,0.036,5,-12
COc1ccc(C(=O)Nc2cccc(C(=O)N3CCN(C)CC3)c2)cc1,1.1,-3,26,-23,-20[20 µM],0.2,0.2,8,-6
COc1cccc(C2C=C(c3ccc(Br)s3)Nc3ncnn32)c1OC (stereo not drawn),1.8,-12,-103,16,1,1.1,0.16,13,0
O=C(CSc1nncn1-c1cccnc1)N1CCOCC1,0.1,3,-4,10,-33,0.6,0.019,-12,-8
COc1ccccc1OCC(=O)Nc1ccccn1,-0.2,3,0,41,-9,0.7,-0.53,-17,4
COc1cc2c(cc1OC)C(=O)CC(C)S2 (stereo not drawn),-3.7,-7,i,7,-22[20 µM],0.5,/,-5,1
O=C(O)C1=NOC(CNc2ncc(C(F)(F)F)cc2Cl)C1 (stereo not drawn),0.6,-3,-26,12,-10,0.8,-1.3,9,0
COc1ccc(/C(N)=N/OC(=O)c2cccc([N+](=O)[O-])c2)cc1OC,-0.1,-4,7,42,-9[20 µM],1.1,0.32,8,-6
C/C(=N\N=C1\NC(=O)C(CC(=O)Nc2ccc(C)c(Cl)c2)S1)C(C)(C)C (stereo not drawn),1.3,-4,-29,-6,-8,1.3,0.7,5,-11
O=C1C=C(N(CCO)CCO)C2(CCCCC2)O1,0.3,-3,-18,4,-22,0.6,0.64,-20,-7
Cc1ccc(S(=O)(=O)/N=C2\C(=O)c3ccccc3C([O-])=C2n2cc[n+](CCC(C)C)c2)cc1,-1.5,-3,5,-7,-11[20 µM],-1.0,-0.39,-5,-1
COC(=O)CSc1nc(N)c(NC(=O)c2ccc(OC)c(OC)c2)c(=O)[nH]1,0.4,5,2,19,-5,0.9,-0.2,-10,0
Cc1occc1C(=O)Nc1nnc(C2CCCCC2)s1,0.3,-7,1,-6,-9,1.4,0.00098,-8,-7
COc1ccc(C(=O)Nc2ccc3nc4n(c(=O)c3c2)CCCC4)cc1[N+](=O)[O-],0.0,-4,9,9,-16,0.1,-0.01,-3,-2
COc1cccc(-n2c(SCC(N)=O)nnc2-c2ccncc2)c1,0.3,1,-11,-7,-16,1.0,/,-10,0
COCCCn1c(-c2ccccc2Cl)n[nH]c1=S,-0.9,-4,-10,0,-22[20 µM],0.9,-0.81,2,1
N/C(=N\OC(=O)c1cc(-c2ccccc2)nc2ccccc12)c1ccccn1,0.2,-5,24,9,-11,0.8,-0.066,-7,-1
COC(=O)c1cc(=O)n(Cc2ccc3c(c2)OCO3)c(=Nc2ccccc2)s1,-0.7,-1,-64,-6,-16,0.5,0.69,-30,-4
CCOC(=O)c1c(C)[nH]c2c1cc(O)c1ccccc12,-1.3,-1,-33,34,-9[20 µM],-0.1,-1.2,-10,3
C=C(C)COc1ccc(-c2ncncc2Oc2ccc(OC)cc2)c(O)c1,0.7,-11,29,-2,7,0.0,/,-14,10
NC(=O)c1ccc(NC(=O)CCCN2C(=O)c3ccccc3C2=O)cc1,-0.2,0,16,-8,-27[20 µM],0.1,0.55,-18,-1

Bioassay records (PubChem)
